PERK inh – human PERK inhibition, primary cell-based screen. Q9NZJ5. CHO PERK-DD fusion, SEAP luminescence translation reporter. inhibition, % at 5.6 µM. 220,000 compounds, 0.17% hits;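 active = inhibition above the mean inhibition of all tested compounds plus 3 SD, set separately per screening campaign, cut at about 2.9% in these data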;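 also: PERK kinase domain activated by AP20187 dimerizer at 100 nM; 0% = DMSO with dimerizer and 100% = rapamycin at 8.4 µM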
Runt-SMMHC FRET – Runt domain-CBFb-SMMHC interaction inhibition | Q01196+Q13951 | Cerulean-Runt/Venus-CBFb-SMMHC FRET ratio 530/480, 1 h | inhibition, % at 20 µM | 220,000 compounds, 0.74% hits | AID 1434;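 active = mean inhibition across duplicate retests at 20 µM reaching about 50%, limit read from the data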;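 also: 0% = DMSO wells and 100% = wells with excess untagged CBFb-SMMHC; inhibitors lower the FRET ratio by blocking Runt binding to CBFb-SMMHC; some results filed as inactive read as strong as hits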
EP2 antag – EP2 receptor (human) inhibition | P43116 | AID 1422 | C6 glioma cells expressing human EP2, cAMP TR-FRET; cells stimulated with saturating PGE2 | inhibition, % at 25 µM | 260,000 compounds, 0.52% hits;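 active = percent inhibition above 40 after rounding to a whole number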;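 also: rat C6 glioma host cells with rolipram phosphodiesterase inhibitor present; the protocol text gives 20 µM as final concentration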
Target sequence (P43116 whole entry, looked up): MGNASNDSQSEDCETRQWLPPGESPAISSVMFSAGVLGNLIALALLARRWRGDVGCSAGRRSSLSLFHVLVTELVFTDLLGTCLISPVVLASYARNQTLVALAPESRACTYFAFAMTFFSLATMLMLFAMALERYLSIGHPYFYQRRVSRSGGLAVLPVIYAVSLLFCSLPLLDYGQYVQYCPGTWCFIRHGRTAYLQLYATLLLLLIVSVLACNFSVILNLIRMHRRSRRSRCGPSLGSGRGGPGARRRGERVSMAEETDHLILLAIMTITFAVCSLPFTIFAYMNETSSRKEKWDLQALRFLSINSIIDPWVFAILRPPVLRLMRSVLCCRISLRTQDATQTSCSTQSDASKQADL
Runt-CBFb FRET – inhibitors of human RUNX1 Runt domain binding to CBFb; Q01196+Q13951; Cerulean-Runt/Venus-CBFb FRET ratio 530/480, 1 h; inhibition, % at 20 µM; 220,000 compounds, 0.46% hits;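 active = inhibition over about 50% at 20 µM in the single-dose screen, limit read from the data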;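 also: 0% = DMSO wells and 100% = excess unlabeled CBFb competitor control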
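Doses: 20 µM compound in 1% DMSO | Material: Cerulean-labeled Runt domain protein | Amount: Each fluorescent fusion protein 100 nM | Schedule: Two 1 h room-temperature incubations shielded from light | Measured by: FRET fluorescence | Evaluation: Loss of energy transfer signal | Controls: Unlabeled CBFb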
Hck-Nef inh – blocks Nef-activated human Hck kinase. P08631. Recombinant Hck-YEEI plus Nef, Z-Lyte FRET kinase assay. inhibition, % at 20 µM. 220,000 compounds, 0.68% hits. AID 463187;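 active = Hck-Nef kinase inhibition above about 50%, limit read from the data; inactive = inhibition below that limit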;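 also: 0% = DMSO with Hck plus Nef and 100% = Hck alone without Nef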
TNF death inh – blocks TNF-alpha induced death of Jurkat FADD-/- cells | Jurkat FADD-/- TNF necroptosis rescue, ATP luminescence, 24 h; 0 = TNF only, 100 = no-TNF cells | activation (protection from cell death), % at 10 µM | 220,000 compounds, 0.068% hits;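 active = activation, meaning protection from cell death, of at least 50% relative to plate controls; inactive = activation below 50%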;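 also: necroptosis triggered by 40 ng/mL TNF-alpha added together with compound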
RBBP9 inhibitor – inhibitors of human serine hydrolase RBBP9; 220,000 compounds, 0.2% hits; inhibition, % at 7.94 µM; recombinant RBBP9, FP-Rh probe fluorescence polarization;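 active = inhibition above the campaign mean of all tested compounds plus 3 SD, cut at about 14% in these data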;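 also: plate controls were DMSO wells with RBBP9 for no effect and wells lacking RBBP9 protein for full effect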
Target sequence (O75884 whole entry, looked up): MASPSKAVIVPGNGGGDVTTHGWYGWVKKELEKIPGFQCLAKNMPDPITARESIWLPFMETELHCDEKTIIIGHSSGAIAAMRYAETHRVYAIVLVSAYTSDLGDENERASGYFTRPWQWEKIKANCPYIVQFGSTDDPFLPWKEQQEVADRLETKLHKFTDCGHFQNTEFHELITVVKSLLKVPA
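Controls: DMSO-treated enzyme wells and wells lacking RBBP9 | Material: RBBP9 protein | Technique: Fluorescence polarization | Replication: Single well per compound, no replicates | Buffer or medium: Tris-NaCl-Pluronic buffer, pH 8.0 | Timing: 30 min compound preincubation, 45 min probe labeling, 25 °C | Read-out basis: Percent inhibition from mP, scaled between DMSO and no-protein wells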
EP2 modulator – modulators of human EP2 prostaglandin E2 receptor; P43116; EP2-expressing cells, cAMP HTRF FRET, PGE2 co-stimulation; induction, % at 25 µM; 260,000 compounds, 0.83% hits; AID 940;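 active = compounds whose cAMP rise, as percent of the full-agonist control response, exceeds 60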;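 also: rat C6 glioma line stably carrying human EP2 under a CMV promoter; the protocol text gives 20 µM as final concentration; 100% = response of wells given 1 µM PGE2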
zVAD death inh – L929 zVAD cell death inhibition | 220,000 compounds, 0.38% hits | L929 zVAD necroptosis rescue, ATP luminescence, 24 h; with zVAD 60 µM | viability rescue, % at 10 µM;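 active = activation, scaled between plate controls, above about 75%, limit read from the data; inactive = activation under that limit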;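 also: 0% = zVAD with DMSO and 100% = DMSO alone without zVAD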
* marks the source's active call; other numbers are inactive results; . = not tested or not shown; & = joins results of further samples.

Compound,PERK inh,Runt-SMMHC FRET,EP2 antag,Runt-CBFb FRET,Hck-Nef inh,TNF death inh,RBBP9 inhibitor,EP2 modulator,zVAD death inh
COc1ccc(C)cc1Nc1cc(C)nc2nc(C)nn12,0.7,0,5,0,-7,-9.7,-5,2,0.1
COc1ccc(/C=C2\SC(=O)N(CCC(=O)Nc3ccccc3)C2=O)cc1OC,0.2,-5,21,-3,16,1.3,-8,-12,-0.2
Cc1ccccc1Nc1cc(=O)oc2ccccc12,-0.8,-1,13,1,3,-7.6,-6,-8,-1.2
Cc1c(C(=O)NCc2ccoc2)oc2ccc3c(c12)C(=O)CC(C)(C)O3,-0.2,13,.,0,1,2.7,-7,2,3.5
CCn1cc(C(C)(C)C)c(C#N)c1NC(C)=O,0.3,0,6,0,9,0.7,-8,23,3.7
O=C(OCC#CCSc1nnc(-c2cccc3ccccc23)o1)c1ccco1,0.2,0,12,-3,0,-1.7,-2,-2,0.3
Cc1cc(NC(=O)CN2CCC(C)CC2)no1,0.5,-10,11,2,12,4.8,-3,1,3.6
COc1ccc2nc(/C(C#N)=C\c3ccc(C(=O)O)cc3)[nH]c2c1,1.4,-83,9,-177,-83,2.4,-1,-42,1.9
Cc1nc(N2CCC(C(N)=O)CC2)c2nnn(Cc3ccccc3)c2n1,-0.5,-8,6,0,-7,2.2,-10,9,-1.6
CCC(=O)N1CCN(c2ccc(NC(=O)c3c(F)c(F)c(OC)c(F)c3F)cc2)CC1,0.4,1,4,1,-2,1.1,-2,11,0.2
O=[N+]([O-])c1ccc(Cl)cc1NCCCN1CCOCC1,-0.1,-3,7,-2,1,1.5,-4,9,-0.2
COC(=O)CC1=C(C(=O)OC)C(c2cccs2)C(C#N)=C(N)O1 (stereo unspecified),-0.4,1,10&6,3,1,-1.2,5,27&-19,0.4

Next part, overlapping the part above by two compounds.
Compound,PERK inh,Runt-SMMHC FRET,EP2 antag,Runt-CBFb FRET,Hck-Nef inh,TNF death inh,RBBP9 inhibitor,EP2 modulator,zVAD death inh
O=[N+]([O-])c1ccc(Cl)cc1NCCCN1CCOCC1,-0.1,-3,7,-2,1,1.5,-4,9,-0.2
COC(=O)CC1=C(C(=O)OC)C(c2cccs2)C(C#N)=C(N)O1 (stereo unspecified),-0.4,1,10&6,3,1,-1.2,5,27&-19,0.4
Cc1ccc(NC(=O)COc2ccccc2)c(NC(=O)c2ccccc2C)c1,-0.4,.,12,.,0,-2.5,-14,.,0.1
COc1ccc(CNC(=O)CSc2nnnn2-c2ccc(O)cc2)cc1,-0.2,1,7,-1,5,0.2,3,-17,9.1
COc1cc2[nH]c(=O)n(CCC(=O)NCCCN3CCN(c4ccccc4F)CC3)c(=O)c2cc1OC,0.1,0,6,1,33,0.8,-9,-1,1.6
O=[N+]([O-])c1ccccc1/C=C/C=N/n1c(-c2ccc(Cl)cc2)n[nH]c1=S,0.1,-5,10,-1,39,-4.5,3,-26,0.6
CC(C)N(CC#CCC(O)(c1ccccc1)c1ccccc1)CCO,-0.5,-4,13,0,19,3.2,-7,-9,-0.7
COc1ccccc1N1C(=O)C2C3CC(c4ccccc4)C(C3)C2C1=O (stereo unspecified),-0.4,-44,6,-4,8,1.0,-7,5,1.4
Cc1ccc(Cn2nnc3c(=O)[nH]c(C(=O)NCc4ccco4)nc32)cc1,0.5,3,2,0,1,0.5,-5,4,3.1
CCOC(=O)c1cnc2nc[nH]n2c1=O,0.2,-7,2,-1,-10,-0.1,-4,5,.
Nc1cc(C(=O)N/N=C/c2cccc([N+](=O)[O-])c2)n[nH]c1=O,1.1,1,3,-1,29,-0.2,-1,19,-0.8
Cc1cc(C)c(NS(=O)(=O)c2ccc(NC(=O)/C=C/C(=O)O)cc2)c(C)c1,0.5,5,14,-1,1,1.0,-6,22,1.6
Cc1cc(NC(=O)c2ccc(F)cc2)n(CCOC(=O)c2ccc(F)cc2)n1,0.0,0,6,-1,2,-1.9,-5,20,1.2
CC(C)NC(=O)NC(=O)COC(=O)c1ccccc1Oc1ccccc1,-0.6,-3,8,0,4,-0.6,-9,34,0.0
CCCC(=O)Nc1ccc(NC(=O)Cc2ccccc2)cn1,0.1,-1,10&17,0,-16,2.7,0,10&-27,0.6
COC(=O)C1=C(C)N(Cc2ccccc2)C(=O)N[C@H]1c1ccccc1,0.3,-2,3,-2,-7,-0.1,-9,36,-1.2
Cc1ccccc1NC(=O)c1ccc(OCC(=O)Nc2ccccc2F)cc1,0.2,-2,7,-1,10,1.4,-9,-18,1.9
O=C(CSc1c2c(nc3ccccc13)CCC2)N1CCCC1,1.1,1,7,-2,4,2.1,9,1,15
C[n+]1c(/C=C/c2ccc3c(c2)OCO3)ccc2ccccc21,0.1,2,4,.,-3,-1.1,-11,5,0.6
CCCCc1ccc(NC(=O)N[C@@H](C)C(=O)O)cc1,1.5,-4,7,2,-4,4.5,-4,18,2.3
O=C(Nc1cc(S(=O)(=O)Nc2ccccc2Cl)ccc1O)c1sc2cc(Cl)ccc2c1Cl,-0.2,-59,7,-2,1,-1.3,-1,-16,-0.1
COc1ccc(C(C(=O)Nc2ccc(C(C)C)cc2)N(C)C(=O)CNC(C)=O)cc1 (stereo unspecified),0.1,-3,9,1,-2,1.0,8,-15,-1.1
COc1ccccc1NC(=O)c1ccc(NC(=O)c2cc3c(s2)CCC3)cc1,0.5,0,10,6,2,3.6,-7,14,14
COc1cccc(/C=N/n2c(-c3cccs3)n[nH]c2=S)c1,0.3,13,8,12,-3,-2.6,-12,16,-0.2
O=C(NCCN1CCOCC1)c1cn(CCc2ccccc2)nn1,0.3,1,15,-2,0,0.8,-6,22,1.2
Cc1c(N)c(C(C)(C)C)cc(C(C)(C)C)c1[N+](=O)[O-],0.7,0,3,-3,-1,0.0,-6,24,0.4
CCOC(=O)C(CCCCCOc1ccc([N+](=O)[O-])cc1)C(=O)OCC,1.2,-6,13,-4,1,-3.6,18*,17,1.2
COc1ccc(NC(=O)c2ccc3c(SCC(=O)O)c4c(nc3c2)CCCC4)cc1Cl,1.2,-4,5,-4,20,0.3,-9,2,6.3
O=c1[nH]c2cc3c(cc2cc1CN(Cc1cccnc1)C(=S)NCc1ccco1)OCO3,-0.7,-24,8&12,8,30,0.8,-3,-23&1,-0.7
C/C=C\C(=O)Nc1cccc(C2=NOC3(C2)C[C@@H](C(N)=O)N(C(=O)c2ccccc2)C3)c1 (stereo partly specified),.,2,9,0,23,0.2,.,-20,-0.2
CCOc1ccc(C(=O)Nc2nncs2)cc1OCC,0.7,0,1&9,0,2,0.0,-8,33&0,2.5
Cc1ccsc1C(=O)N1CCCC(C(=O)c2cc(F)ccc2F)C1 (stereo unspecified),2.1,3,8,0,5,2.3,7,8,-1.2
CCOCCc1c(O)nc(SCC)[nH]c1=O,0.6,1,6,-1,17,0.4,-9,6,0.2
O=[N+]([O-])c1cccc(S(=O)(=O)NCCCN2CCOCC2)c1,0.2,2,10,0,-2,1.3,-4,5,0.1
CCN(CCCNC(=O)c1[nH]c(C)c(C(C)=O)c1C)c1cccc(C)c1,-1.1,0,25,-1,1,0.6,0,-31,3.8
CCN1CCCC1CNc1ncnc2c1[nH]c1ccc(Cl)cc12 (stereo unspecified),-1.6,-2,15,-1,-2,-2.8,1,-50,4.9
Cc1cccc(N(CC(=O)N2CCCC2)S(=O)(=O)c2ccccc2)c1C,-1.2,-2,4,2,-1,-0.9,-5,-1,-0.3
Cc1cc(C)c(NC(=S)NC(=O)c2ccc(-c3ccccc3)cc2)c(C)c1,0.2,2,7,2,1,1.6,4,14,-1.3
CCC(CC)c1nnc(NC(=O)c2ccc(N3CCCCC3)c([N+](=O)[O-])c2)s1,1.1,-3,15,-4,5,5.1,-3,14,1.1
COc1cc(/C=C2\S/C(=N/S(=O)(=O)c3ccccc3)NC2=O)c([N+](=O)[O-])cc1OC,0.9,-224,7,-66,1,-0.6,1,31,1.1
COCCNC(=O)[C@@]1(Cc2ccccc2)C=C[C@@H](C)N1C(C)=O,0.7,-2,5,-2,-2,1.7,-8,28,1.8
O=C(COC(=O)c1cccc(S(=O)(=O)NCc2ccccc2)c1)Nc1ccccc1OC(F)F,-0.6,-1,.,-1,9,0.1,-2,7,0.1

Taken from the results shown (three entries):
Compound,PERK inh,Runt-SMMHC FRET,EP2 antag,Runt-CBFb FRET,Hck-Nef inh,TNF death inh,RBBP9 inhibitor,EP2 modulator,zVAD death inh
COc1cc(/C=C2\S/C(=N/S(=O)(=O)c3ccccc3)NC2=O)c([N+](=O)[O-])cc1OC,0.9,-224,7,-66,1,-0.6,1,31,1.1
COCCNC(=O)[C@@]1(Cc2ccccc2)C=C[C@@H](C)N1C(C)=O,0.7,-2,5,-2,-2,1.7,-8,28,1.8
O=C(COC(=O)c1cccc(S(=O)(=O)NCc2ccccc2)c1)Nc1ccccc1OC(F)F,-0.6,-1,.,-1,9,0.1,-2,7,0.1

These rows are one share of the data. The share of hits here may be higher or lower than overall.
